Source: PubChem (several laboratories)
bIAP inh: intestinal alkaline phosphatase (bovine) inhibition. 190,000 tested, under 10 active. inhibition, % at 20 µM. purified bovine IAP, CDP-star luminescence, 30 min;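 active means over 50% inhibition of intestinal alkaline phosphatase at 20 µM in the single-dose screen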
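Incubation: 30 min reaction at room temperature / Material: purified bovine intestinal alkaline phosphatase (IAP) enzyme / Input: enzyme at 1/65,000,000 dilution / Dosing: 20 µM single dose / Signal: CDP-star luminescence signal / Reagent: CDP-star chemiluminescent phosphatase substrate, 30 µM final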
Lmaj promast: inhibitors of Leishmania major promastigote growth. 200,000 compounds, 9% hits. Leishmania major promastigotes, resazurin fluorescence viability. inhibition, % at 10 µM. AID 1063; in the data active means inhibition above about 50%;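 further: promastigotes grown with compound for 44 hours at 28 °C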
PPARg SRC-3 ag: promotes SRC-3 coactivator recruitment by human PPARgamma | 200,000 compounds, 0.26% hits | activation, % at 8 µM | biochemical PPARgamma/SRC-3 coactivator recruitment assay | P37231; in the data active means activation above about 23%;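 further: 0% = DMSO and 100% = reference agonist; some compounds past the cut are filed as inactive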
Target sequence (P37231 whole entry, looked up): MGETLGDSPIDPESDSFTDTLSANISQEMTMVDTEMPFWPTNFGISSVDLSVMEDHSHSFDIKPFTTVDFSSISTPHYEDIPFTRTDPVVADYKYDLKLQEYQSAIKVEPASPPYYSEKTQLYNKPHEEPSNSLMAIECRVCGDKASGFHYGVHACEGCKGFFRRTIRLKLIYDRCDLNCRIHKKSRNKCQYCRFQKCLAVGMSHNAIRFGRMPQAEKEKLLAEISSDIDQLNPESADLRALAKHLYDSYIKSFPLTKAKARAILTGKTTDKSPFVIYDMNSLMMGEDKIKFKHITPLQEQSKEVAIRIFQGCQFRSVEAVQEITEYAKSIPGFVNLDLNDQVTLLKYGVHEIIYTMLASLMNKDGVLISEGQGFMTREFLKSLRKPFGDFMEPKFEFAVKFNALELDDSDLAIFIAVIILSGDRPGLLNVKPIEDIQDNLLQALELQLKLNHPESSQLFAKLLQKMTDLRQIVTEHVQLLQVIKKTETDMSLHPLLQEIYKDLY
Redox H2O2 prof: compounds producing H2O2 with reducing agent – biochemical, NIH compound library profiling, artefact control for MLSCN library redox annotation, primary screen. activation, % at 10 µM. DTT-dependent redox cycling H2O2, phenol red/HRP absorbance; 100% = 100 µM peroxide control, 0% = buffer. 200,000 compounds, 0.03% hits. AID 878;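 active means activation of at least 50% relative to the plate's high and low controls in the primary single-dose screen; inactive means activation below 50%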;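 further: compound incubated with DTT at 0.8 mM final as the reducing agent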
RAM network inh: inhibitors of the yeast RAM network; AID 868; S. cerevisiae dse1pr::URA3 reporter, 5-FOA growth OD615, 2 d; analog-sensitive cbk1-as2 kinase mutant strain; inhibition, % at 50 µM; 190,000 compounds, 1.8% hits;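 active means inhibition above a set limit, 3 SD over mean compound inhibition, cut at about 8.4% in these data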;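 further: 0% = DMSO-only wells with no growth and 100% = 10 µM 1-NA-PP1 full growth; inhibition rescues growth on 5-FOA so higher OD means more RAM inhibition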
PPARg SRC2 recr: PPARgamma-driven SRC-2 recruitment agonism | P37231 | PPARgamma LBD-SRC-2 recruitment, biochemical | activation, % at 8 µM | 200,000 compounds, 0.34% hits; in the data active means activation above about 22%;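 further: 0% = vehicle and 100% = reference agonist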
ROMK primary: modulators of human ROMK potassium channel; B-score at 10 µM; Tet-inducible ROMK, thallium flux fluorescence; actives lie on both sides; AID 1918; 130,000 compounds, 2% hits;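 active means signal ratio slope over the read window, or its plate-corrected B-score, at least 3 SD from the plate mean, either direction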;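 further: B-score of the F/F0 ratio slope over 7 to 12 s after thallium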
HMGR II inh: blocks class II HMG-CoA reductase of Enterococcus faecalis; purified E. faecalis HMGR, NADPH absorbance 340 nm kinetic; inhibition, % at 10 µM; 190,000 compounds, 0.41% hits;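 active means inhibition above a set limit, the median over all tested compounds plus 3 SD, cut at about 9.5% in these data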;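 further: enzyme runs in reverse so mevalonate oxidation gives rising NADPH absorbance; 0% = complete reaction with DMSO and 100% = background rate lacking mevalonate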
PPARg SRC-1 ag: promotes SRC-1 coactivator recruitment by human PPARgamma. P37231. PPARgamma-SRC-1 coactivator recruitment biochemical assay. activation, % at 8 µM. 200,000 compounds, 0.41% hits. AID 631; in the data active means activation above about 19%;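 further: 0% = DMSO and 100% = reference agonist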
S1P3 antag: S1P3 (human) receptor antagonism. Q99500. CHO S1P3 NFAT-BLA reporter, FRET fluorescence, antagonist mode. inhibition, % at 4.98 µM. 170,000 compounds, 0.27% hits;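 active means inhibition above the plate cutoff, the mean inhibition of test wells on that plate plus 3 SD, cut at about 28% in these data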;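 further: cells challenged with S1P at its EC80 of 0.8 µM; blue over green emission ratio from cleaved BLA substrate after 4 h stimulation; 0% = S1P-stimulated wells and 100% = unstimulated DMSO-only wells; some compounds past the cut are filed as inactive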
Target sequence (Q99500 whole entry, looked up): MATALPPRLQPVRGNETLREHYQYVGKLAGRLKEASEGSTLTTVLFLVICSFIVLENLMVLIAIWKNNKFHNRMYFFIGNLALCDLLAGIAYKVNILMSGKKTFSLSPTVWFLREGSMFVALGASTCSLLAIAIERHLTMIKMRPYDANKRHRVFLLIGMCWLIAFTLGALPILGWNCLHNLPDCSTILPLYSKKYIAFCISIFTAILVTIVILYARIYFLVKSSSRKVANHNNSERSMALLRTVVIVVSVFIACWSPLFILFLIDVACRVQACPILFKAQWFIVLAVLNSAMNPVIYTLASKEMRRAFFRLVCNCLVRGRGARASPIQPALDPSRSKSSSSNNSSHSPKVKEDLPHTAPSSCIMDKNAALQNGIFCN
SRC2 TRFRET art: flags TR-FRET format artefacts in PPARgamma SRC-2 recruitment agonist screen. 200,000 compounds, 0.4% hits. TR-FRET ratio at 8 µM. TR-FRET artefact counter-screen; hits give high values; in the data active means TR-FRET ratio above about 2000; further: inactives centre near 1500; reference of the scale not given here
* = called active by the depositor; . = not tested or not shown.

SMILES	HMGR II inh	ROMK primary	RAM network inh	PPARg SRC2 recr	PPARg SRC-3 ag	Lmaj promast	Redox H2O2 prof	bIAP inh	S1P3 antag	PPARg SRC-1 ag	SRC2 TRFRET art
Cn1c(=O)c2c(nc(CN3CCCCC3)n2CCc2ccccc2)n(C)c1=O	-1.7	-1.06	-1.1	-7.9	-9.6	-2.7	2.4	3.8	-19.4	-10.3	1325
CCOC(=O)C1=c2s/c(=C\c3cccnc3)c(=O)n2C(N)=C(C(=O)OC)C1c1cccnc1 (stereo not drawn)	2.6	0.455	1.1	-1.4	-11.1	29.3	0.1	26.1	.	5.6	1366
Cc1nnc(SCC(=O)NCc2ccccc2)n1-c1ccccc1	-5.0	.	-1.4	1.7	-5.8	-2.9	0.3	5.7	.	4.7	1579
Cc1ccc(NC(=S)N(CCN(C)C)C(C)c2cccnc2)c(C)c1 (stereo not drawn)	-2.9	1.7	1.6	2.6	1.6	10.3	-1.0	-11.2	3.7	3.6	1687
Fc1ccc(C2=Nc3cccc4cccc(c34)N2)cc1	0.5	.	0.2	2.0	-1.0	11.1	0.7	20.6	-7.4	2.6	1488
CC(=O)c1c(C)[nH]c(C(=O)Nc2ccc(C)c(S(=O)(=O)N(C)C)c2)c1C	-5.2	2.06	-1.1	2.9	0.6	-8.1	0.0	-5.9	-5.2	8.4	1610
CC(NS(C)(=O)=O)C(c1cccs1)N1CCN(C)CC1 (stereo not drawn)	-2.7	.	1.0	1.7	-0.9	-4.7	-1.2	11.0	.	-5.0	1485
CC(C)(C)N(Cc1cc2ccccc2[nH]c1=O)C(=O)C1CCCCC1	-3.4	0.00483	0.5	-4.0	-1.1	12.9	0.8	-0.2	-31.3	-0.8	1452
CCC(NC(=O)NCc1ccc2c(c1)OCO2)(C(F)(F)F)C(F)(F)F	-1.6	1.51*	1.5	-7.0	4.9	-0.1	0.4	47.8	-2.6	-6.9	1609
CCn1c(COc2ccccc2C)nnc1SCC(=O)N1CCN(c2ccccc2)CC1	0.4	.	-1.6	1.0	0.9	0.2	-4.1	1.4	.	7.4	1417
CCc1ccc(NC(=O)CS(=O)CC(=O)NCCCc2ccccc2)cc1 (stereo not drawn)	4.6	-0.0985	6.6	-6.1	-2.0	-5.6	-1.8	4.6	.	-3.0	1351
O=C(CC1NCCNC1=O)Nc1cc(Cl)cc(Cl)c1 (stereo not drawn)	-3.8	0.0255	0.3	-2.1	5.8	-4.6	0.0	28.5	0.7	6.9	1402
Cc1ccn2cc(-c3cnoc3C)nc2c1	-1.6	0.838	3.5	-0.6	-4.3	0.3	0.1	5.9	.	-3.9	1525
CN(C)S(=O)(=O)N(CC(=O)Nc1ccccc1)c1ccccc1	-2.9	.	1.6	-4.5	2.0	-0.7	0.4	19.0	.	-1.7	1590
CCOc1cc(C2CC(=O)NC(SCC)=C2C#N)ccc1O (stereo not drawn)	2.8	.	0.8	8.2	1.3	-4.0	-1.9	4.7	-7.1	6.7	1617
Cc1cc2c(cc1C)CSC(c1ccc(O)cc1)SC2	-1.7	.	2.4	3.1	5.0	9.5	1.0	-4.2	.	10.4	1754
CN1CCN(C(c2cccnc2)c2ccc3cccnc3c2O)CC1 (stereo not drawn)	-5.2	-0.103	0.0	7.3	-8.1	33.1	-1.2	-76.0	11.5	-6.1	1506
CC(=Nc1ccccc1)C1=C(O)COC1=O	-10.4	.	3.0	-2.1	-1.1	-1.0	-4.6	12.6	.	-0.3	1340
Cc1ccc(S(=O)(=O)N(C)C)cc1-n1c(SCC(=O)Nc2ccc(F)cc2Cl)nc2ccccc2c1=O	-0.6	-0.343	5.7	3.1	3.5	41.5	0.7	9.0	11.8	4.8	1686
c1ccc(-c2cc(-c3nc(-c4ccccn4)no3)c3ccccc3n2)cc1	.	.	.	4.4	4.5	-3.3	1.8	.	0.4	-1.7	1462
O=C(N/N=C/c1ccc(-c2ccc(Br)cc2)o1)c1ccc2c(c1)OCO2	-3.4	1.98*	4.7	6.2	-1.3	29.2	-0.5	3.0	-20.5	5.8	1422
O=C(O)CCn1nnc(-c2cccs2)n1	-4.7	.	2.6	13.3	-1.8	-3.2	0.0	0.5	-14.7	5.5	1596
CCCC(CCC)C(=O)Nc1ccc2c(c1)N(C(=O)CCN1CCN(C)CC1)c1ccccc1CC2	-6.5	-1.2	1.2	13.1	-2.5	-1.3	0.0	-57.7	-15.3	2.9	1763
O=C(CN(C1CCCCC1)S(=O)(=O)c1ccccc1)NCc1cccnc1	3.2	-1.77	0.2	7.0	-9.1	0.1	10.5	6.0	-1.1	0.9	1560
CCOC(=O)C1CCCN(Cc2ccccc2C)C1 (stereo not drawn)	-5.3	-0.777	-0.5	1.2	-0.6	-6.0	-0.6	-2.2	-15.0	-3.4	1628
O=C(Cc1ccccc1)N[C@@H](Cc1ccccc1)c1nc2ccccc2[nH]1	-4.9	.	3.2	-5.5	2.6	-6.5	1.8	7.1	.	4.9	1406
CCOc1ccc(CCNC(=O)CSc2nnnn2C)cc1OCC	-6.3	0.0375	-1.3	-5.8	1.6	0.8	-1.1	-6.3	0.0	3.7	1549
CCCCNC(=O)c1ccc(CS(=O)(=O)Cc2ccccc2F)o1	-1.0	1.58	-0.5	-10.3	-3.4	4.0	-0.1	5.4	1.9	-0.1	1559
O=c1c2ccccc2nc(SCc2nnc(-c3ccccc3Br)o2)n1-c1ccccc1	-1.9	.	5.8	1.1	-4.4	23.1	1.3	7.3	16.5	-4.5	1235
CCOc1c(Cl)cc(CNC(C)(C)CC(C)(C)C)cc1OC	-7.4	-2.71	1.1	0.1	7.4	19.7	0.2	-1.6	.	9.9	1438
CCOc1ccc(-c2cc(CCCC(=O)NCCc3ccccc3)no2)cc1	-1.7	-0.981	0.6	7.6	-7.9	-1.1	1.8	3.3	.	11.3	1570
CCSc1nnc(NC(=O)[C@@H](NC(=O)c2ccccc2F)C(C)C)s1	0.1	0.00671	1.5	-3.0	1.1	13.0	-0.4	-9.8	1.0	11.5	1412
CCN(CC#CCC1(O)c2ccccc2-c2ccccc21)CCO	-1.1	.	2.9	10.3	5.6	-4.1	1.5	-1.1	.	5.5	1546
CN(C)CCN1C(=O)C(=O)/C(=C(/O)c2ccccc2)C1c1ccccc1F (stereo not drawn)	-8.5	.	-0.3	0.1	-13.7	-1.4	1.7	-11.8	7.3	2.1	1530
Cc1ccc(-c2cc(=O)c3ccc(Cl)cc3[nH]2)cc1	2.4	.	0.5	1.6	-6.1	-0.1	-1.3	11.7	-16.4	0.5	1466
CCNc1[nH]c(=O)n(C)c(=O)c1N=O	-6.0	.	-0.3	-1.9	-3.5	-3.9	-3.6	13.1	.	-1.7	1545
Cc1ccc(Cl)cc1NC(=O)c1ccccc1OCC(=O)Nc1ccc(Cl)cc1	-1.3	.	1.1	2.6	3.5	6.6	0.5	3.1	-13.5	5.2	1518
CCN(CC)C(=O)Cn1c(=O)n(C)c2ccccc21	-4.3	0.258	2.5	1.2	-2.3	-2.3	-0.1	10.0	.	-0.1	1534
CC(=O)Nc1ccc(Nc2ccc3c4c(cc(=O)n3C)-c3ccccc3C(=O)c24)cc1	-1.2	0.426	4.6	5.0	-0.6	-3.6	-0.1	0.3	-6.1	-0.7	1524
N#Cc1cc(-c2ccccc2)nc(Oc2ccccc2)n1	-3.8	-0.0866	2.6	1.7	0.5	41.3	0.7	2.3	20.9	-1.5	1496
CC(C)CC(=O)N1CCN(Cc2ccc3c(c2)OCO3)CC1	-0.6	-0.711	1.3	11.6	6.8	-8.4	0.6	7.3	.	0.1	1680
O=S(=O)(c1ccc(-c2ccccc2)cc1)N1CCOCC1	0.5	.	0.6	-2.4	2.3	-6.0	1.1	7.8	2.3	3.9	1540
CC1(C)C2CC=C(/C=N/n3cnnc3)C1C2 (stereo not drawn)	-4.8	-0.0101	1.5	12.9	-1.7	4.6	-0.7	11.0	.	0.8	1538
CCOC(=O)N1CCC(=NNC(=O)c2cc3ccccc3cc2O)CC1	0.8	-0.0241	-1.2	8.6	6.6	-9.9	0.1	2.5	-7.3	8.7	1550
Cc1ccc(S(=O)(=O)N2CCN(C(=O)CSc3nc4ccccc4c(=O)[nH]3)CC2)cc1	-4.1	0.848	6.8	7.6	-1.0	-4.8	3.2	.	-22.7	14.4	1571
O=C(c1ccccc1)c1cccc(NC(=O)C2CC2)c1	-6.5	1.69	3.8	-2.7	-1.4	2.8	0.2	36.5	.	0.7	1468
COc1ccc(CNC(=O)c2ccc(CN3CCOCC3)cc2)cc1	-3.0	.	0.5	8.8	18.1	17.2	1.3	15.4	-39.1	2.4	1455
CC(=O)N1CCc2cc(S(=O)(=O)NCCC(=O)NC3CCN(Cc4ccccc4)CC3)ccc21	-2.7	.	1.8	10.5	2.4	-7.9	-3.2	0.1	-1.6	7.1	1734
CCOC(=O)c1sc(-c2ccc(OC)cc2)cc1N	-5.4	0.45	0.9	3.3	7.8	13.5	2.1	22.0	13.2	-2.2	1584
